Screens from PubChem.
Runt-CBFb FRET: inhibitors of human RUNX1 Runt domain binding to CBFb | Q01196+Q13951 | Cerulean-Runt/Venus-CBFb FRET ratio 530/480, 1 h | actives 0.46% (n = 220,000) | inhibition, % at 20 µM;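 active = inhibition over about 50% at 20 µM in the single-dose screen, limit read from the data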;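 note: 0% = DMSO wells and 100% = excess unlabeled CBFb competitor control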
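Measured by: fluorescence energy transfer, 422 nm excitation, 530/480 nm emission; test system: Cerulean-tagged RUNX1 Runt domain (FRET donor) fusion protein; buffer or medium: Tris pH 7.5 buffer with BSA; compound: one dose, 20 µM compound, 1% DMSO; times: two 1 h room-temperature incubations shielded from light; benchmarks: unlabeled CBFb 5 µM, positive control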
14-3-3 Bad PPI: disrupts binding of bovine 14-3-3 zeta to phospho-Bad peptide | P63103 | TR-FRET 14-3-3zeta/Dy647-pBad peptide displacement, 1 h | inhibition, % at 21.7 µM | actives 0.71% (n = 220,000) | AID 781;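 active = inhibition above about 70%, limit read from the data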;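 note: 0% = full 14-3-3 plus peptide FRET controls and 100% = background without 14-3-3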
Target sequence (P63103 whole entry, looked up): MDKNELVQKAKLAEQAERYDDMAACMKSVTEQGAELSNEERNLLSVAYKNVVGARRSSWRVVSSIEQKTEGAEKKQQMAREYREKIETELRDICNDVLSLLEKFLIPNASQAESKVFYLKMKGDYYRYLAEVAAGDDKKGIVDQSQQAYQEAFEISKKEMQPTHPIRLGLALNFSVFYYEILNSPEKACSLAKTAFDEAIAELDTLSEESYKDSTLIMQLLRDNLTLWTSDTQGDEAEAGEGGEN
NCF1 inh: p47phox (human) inhibition. P14598. p47phox/p22phox peptide binding, fluorescence polarization, 2 h. inhibition, % at 24.7 µM. actives 0.53% (n = 220,000). AID 1274;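 active = inhibition above about 30%, limit read from the data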;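 note: 0% = p47phox with labelled peptide and 100% = labelled peptide alone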
TbHK1 inh: T. brucei hexokinase 1 inhibition; actives 0.11% (n = 220,000); AID 1430; inhibition, % at 10 µM; recombinant TbHK1, G6PDH-coupled NADH A340;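 active = inhibition of 50% or more in the single-dose primary screen; inactive = inhibition below 50%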
Hck Nef HTS: human Hck-Nef kinase inhibition | actives 0.68% (n = 220,000) | P08631 | inhibition, % at 20 µM | Recombinant Hck-YEEI plus Nef, Z-Lyte FRET kinase assay;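 active = Hck-Nef kinase inhibition above about 50%, limit read from the data; inactive = inhibition below that limit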;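 note: 0% = DMSO with Hck plus Nef and 100% = Hck alone without Nef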
Target sequence (P08631 whole entry, looked up): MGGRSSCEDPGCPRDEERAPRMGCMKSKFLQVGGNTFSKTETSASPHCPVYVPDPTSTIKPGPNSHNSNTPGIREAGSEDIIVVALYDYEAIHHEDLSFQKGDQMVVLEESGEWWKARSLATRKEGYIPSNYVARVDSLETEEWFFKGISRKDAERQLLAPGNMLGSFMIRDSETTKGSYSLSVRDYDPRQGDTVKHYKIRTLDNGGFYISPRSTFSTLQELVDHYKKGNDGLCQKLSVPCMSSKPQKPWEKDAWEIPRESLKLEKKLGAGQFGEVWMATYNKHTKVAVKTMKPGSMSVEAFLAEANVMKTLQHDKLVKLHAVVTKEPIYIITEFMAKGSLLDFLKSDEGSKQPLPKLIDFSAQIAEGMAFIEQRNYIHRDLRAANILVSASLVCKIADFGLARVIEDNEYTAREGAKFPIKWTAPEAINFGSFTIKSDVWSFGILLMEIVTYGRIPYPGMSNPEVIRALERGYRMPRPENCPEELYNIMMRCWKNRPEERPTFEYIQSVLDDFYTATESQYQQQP
Mdm2 ligase inh: blocks human Mdm2 ubiquitin ligase activity. Q00987. cell-based MDM2 ubiquitination luciferase reporter, 2 h; 0 = plate control, 100 = twice control, blank-subtracted. actives 0.11% (n = 210,000). signal enhancement, % at 5 µM;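 active = signal enhancement of 30% or more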;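 note: luminescence tracks abundance of the self-degrading MDM2-luciferase fusion protein; higher signal means inhibition of MDM2 E3 ligase activity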
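Buffer or medium: Cells held in DMEM | Assay system: Stable mammalian line carrying autodegrading MDM2–luciferase fusion reporter | Quantity: 2000 cells/well | Times: 4 h settle plus 2 h compound, 37 °C | Doses: One concentration, 5 µM, with 0.2% DMSO | Technique: Luminescence with SteadyLite reagent, 15 min at room temperature | Benchmarks: Plate controls and plate blanks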
EBV gp42 inh: inhibitors of Epstein-Barr virus glycoprotein 42 | actives 0.42% (n = 220,000) | Fluorescence polarization binding assay, mP read-out | inhibition, % (tested at 21.74 µM); in the data active = inhibition above about 50%
Target sequence (Q1HVG2 whole entry, looked up): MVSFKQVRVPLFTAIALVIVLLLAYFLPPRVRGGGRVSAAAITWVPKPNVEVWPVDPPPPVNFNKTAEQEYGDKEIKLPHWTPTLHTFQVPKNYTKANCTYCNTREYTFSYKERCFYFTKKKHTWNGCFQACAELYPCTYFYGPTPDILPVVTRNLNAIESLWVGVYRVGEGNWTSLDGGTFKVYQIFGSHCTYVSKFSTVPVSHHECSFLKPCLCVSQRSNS
L929 necroptosis: blocks zVAD induced death of L929 cells. L929 zVAD necroptosis rescue, ATP luminescence, 24 h; with zVAD 60 µM. viability rescue, % at 10 µM. actives 0.38% (n = 220,000);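 active = activation, scaled between plate controls, above about 75%, limit read from the data; inactive = activation under that limit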;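 note: 0% = zVAD with DMSO and 100% = DMSO alone without zVAD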
Runt-SMMHC FRET: blocks binding of human RUNX1 Runt domain to CBFb-SMMHC; Q01196+Q13951; Cerulean-Runt/Venus-CBFb-SMMHC FRET ratio 530/480, 1 h; inhibition, % at 20 µM; actives 0.74% (n = 220,000); AID 1434;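 active = mean inhibition across duplicate retests at 20 µM reaching about 50%, limit read from the data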;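 note: 0% = DMSO wells and 100% = wells with excess untagged CBFb-SMMHC; inhibitors lower the FRET ratio by blocking Runt binding to CBFb-SMMHC; some results filed as inactive read as strong as hits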
The depositor's hits bear a star; · = not tested or not shown; & = joins results of further samples; ! = repeats disagree; [ ] = remark or other dose. Not a hit list, and some 3.2% of all compounds hit somewhere here.

SMILES,Runt-CBFb FRET,14-3-3 Bad PPI,NCF1 inh,TbHK1 inh,Hck Nef HTS,Mdm2 ligase inh,EBV gp42 inh,L929 necroptosis,Runt-SMMHC FRET
O=C(Nc1cccc(C(=O)O)c1)/C(=C\c1ccccc1)NC(=O)c1ccccc1,-0.6,-3.5,1.6,-5.1,29.4,-7.3,-11.9,1.6,-4.3
COC(=O)c1ccc(-c2ccco2)n1Cc1ccccc1Cl,0.0,32.2,-20.1,-8.0,10.7,-26.9,-25.0,0.5,-4.0
COc1ccc(C(=O)Nc2cc(C(F)(F)F)ccc2Cl)cc1OC,3.6,2.6,-11.1,-1.9,0.1,-11.8,-2.6,1.1,-7.7
Cc1cc2c(ncn2C)c(NS(=O)(=O)c2ccccc2Cl)c1C,0.7,·,8.1,2.7,0.9,-14.6,-13.9,0.0,0.6
N#Cc1nc(-c2ccc(OCc3ccccc3)cc2)oc1NCc1cccnc1,-7.0,-4.1,-12.6,-2.6,-0.8,-0.3,8.8,1.1,-24.5
CC1CCCCC1NCc1cccc([N+](=O)[O-])c1 (stereo not given),-1.6,10.0,6.1,-0.6,-3.2,-13.3,-0.3,1.6,-2.2
COc1ccc2oc(C(=O)Nc3nc4ccccc4[nH]3)c(C)c2c1,0.5,-5.2,-18.6,-55.1,23.5,·,-12.0,-0.2,1.9
N#Cc1ccc(C(=O)Nc2ccc(S(=O)(=O)NC3=NCCCCC3)cc2)cc1,1.7,-0.8,-11.7,-1.5,-15.9,-29.4,-11.5,-1.1,-0.3
CCN=C1SC(CC(=O)Nc2ccccc2OCC)C(=O)N1CC (stereo not given),2.2,-12.0[fluorescence artefact?],3.6,-1.7,1.0,-16.2,-7.7,0.3,2.9
c1ccc2nc3c(nc2c1)c1ccccc1n3CCN1CCOCC1,-4.3,-2.9,-10.5,-23.3,5.9,-15.7,-22.2,0.5,-8.0
CCOC(=O)c1cc(C)n(-c2ccc(OC)c(OC)c2)c1C,-2.2,-9.3,-2.9,-0.5,-1.7,-16.9,-20.7,3.0,2.0
O=S(=O)(c1ccc(Cl)cc1)c1nc(-c2ccco2)oc1N1CCOCC1,2.4,76.1*,-5.7,-16.2,0.5,-12.7,-13.5,0.3,-3.7
COCCNC(=O)C(=O)NNC(=O)CCc1ccccc1,-2.4,-2.5,-3.3,-3.2,17.9,-5.1,-11.1,16.5,-2.5
COC1(OC)N=C(N)C2(C#N)C(c3ccccc3)NC(C)=CC12C#N (stereo not given),-1.4,5.2,6.9,1.7,-0.9,-10.3,-6.5,0.2,2.7
COc1ccc(OC)c(N/C(C)=C/C(=O)c2ccc(C)o2)c1,1.2,8.7[fluorescence artefact?],5.0,-7.4,-0.5,-1.1,-20.1,-0.1,-10.5
CC1CC(C)CN(C(=O)c2ccc3c(c2)N(Cc2ccccc2)CCS3)C1 (stereo not given),-2.7,-7.2,-26.4,0.0,1.0,-4.5,-12.5,-1.0,2.0
C=C(C)c1cccc(C(C)(C)NC(=O)NCc2ccc(OC)c(OC)c2)c1,-4.3,3.1,-8.0,-3.9,0.8,-6.5,-11.8,0.1,-5.1
Cc1ccc(N2CN=C(c3ccccc3)NC2=S)cc1,0.8,-7.0,-5.8,-0.5,-1.3,-2.8,-7.6,-0.8,-7.1
COc1ccc(-c2nc(CS(=O)CC(=O)NCCCN3CC(C)CC(C)C3)c(C)o2)cc1OC (stereo not given),-1.4,-5.7,-1.8,-7.6,0.0,-8.9,-5.7,2.8,-2.4
C=CCn1c(COc2ccccc2-c2ccccc2)nnc1SCC(=O)NC(=O)NCc1ccco1,-5.0,-2.0,-21.3,4.3,0.5,-16.4,-21.0,-0.4,-0.4
Cc1ccc(N2C(S)=C(C#N)C(=O)NC2c2ccco2)cc1 (stereo not given),8.4,-29.2,-11.3,-11.1,29.5,-7.6,-15.0,-0.3,3.9
COc1ccc(-c2nc3ccccc3c(=O)n2CCOc2cccc(C)c2C)cc1,2.5,-0.4[fluorescence artefact?],8.7,-15.7,-1.2,-10.5,5.5,0.8,-6.2
Cc1c(C(=O)NCCSCc2cccc(C(F)(F)F)c2)cnn1-c1ccc(Cl)cc1,-1.6,-2.0,-11.9,4.5,-5.0,5.3,-12.1,0.5,0.1
CC1=CC(C)(C)NC(=S)N1NC(=O)c1ccccc1Cl,0.6,-10.6,-1.1,-12.5,16.9,0.6,-4.1,0.2,-1.0
COc1ccc(C(=O)Nc2ccc(N3CCN(C(=O)c4ccccc4)CC3)cc2)cc1[N+](=O)[O-],1.7,4.7,6.0,0.4,-9.6,-12.1,1.3,1.7,-4.6
CC(C)CC(=O)Nc1ccc2ccccc2c1,-1.9&-1.1,-10.2&-4.7,91.2*!,-6.8&5.9,7.8&-0.5,-2.2&-3.7,-6.6&-7.2,0.7&14.3,-2.5&3.5
Cc1cc(C)n(C(C)n2nc(C)cc2C)n1,-0.2,11.8,-11.6,0.7,-0.2,-13.5,-12.6,-0.3,1.2
CC1CCN(c2nc3ccccc3n2CC(=O)c2ccccc2)CC1,-1.5,6.6,-5.2,8.2,20.7,-2.6,-0.3,-2.8,13.1
CN=C(Nc1cc(Cl)ccc1Cl)SC1CC(=O)N(c2ccc(C(=O)OC)cc2)C1=O (stereo not given),-1.5,11.6,-14.9,-6.2,0.7,5.8,5.7,0.3,-0.2
CSc1ccc(CCNC(=O)c2cc(C)nn2-c2ccccc2)cc1,-0.6,0.0,-9.8,-4.2,21.0,·,-15.2,-0.8,0.3

Single records, from the list above. Values in the order: Runt-CBFb FRET	14-3-3 Bad PPI	NCF1 inh	TbHK1 inh	Hck Nef HTS	Mdm2 ligase inh	EBV gp42 inh	L929 necroptosis	Runt-SMMHC FRET
Cc1cc2c(ncn2C)c(NS(=O)(=O)c2ccccc2Cl)c1C is listed with 0.7	·	8.1	2.7	0.9	-14.6	-13.9	0.0	0.6
COc1ccc(C(=O)Nc2ccc(N3CCN(C(=O)c4ccccc4)CC3)cc2)cc1[N+](=O)[O-] is listed with 1.7	4.7	6.0	0.4	-9.6	-12.1	1.3	1.7	-4.6

3 of the entries above in order of their number in 14-3-3 Bad PPI, high to low:
| SMILES | 14-3-3 Bad PPI |
| --- | --- |
| O=S(=O)(c1ccc(Cl)cc1)c1nc(-c2ccco2)oc1N1CCOCC1 | 76.1* |
| COC1(OC)N=C(N)C2(C#N)C(c3ccccc3)NC(C)=CC12C#N (stereo not given) | 5.2 |
| Cc1ccc(N2C(S)=C(C#N)C(=O)NC2c2ccco2)cc1 (stereo not given) | -29.2 |

Continuation.
SMILES,Runt-CBFb FRET,14-3-3 Bad PPI,NCF1 inh,TbHK1 inh,Hck Nef HTS,Mdm2 ligase inh,EBV gp42 inh,L929 necroptosis,Runt-SMMHC FRET
COC(=O)c1ccc(N)nc1,2.3,-5.2,-7.1,-2.0,4.6,-31.4,-3.0,0.2,-1.3
Cc1[nH]c2ccc(OC(=O)N3CCOCC3)cc2c1C(=O)OC(C)C,1.0,4.2,-7.0,2.6,-19.7,-7.1,-18.7,1.4,-0.9
CC1(C)Cc2noc(N)c2C(C)(C)N1OC(=O)c1cccs1,-2.3,-12.2,-1.4,1.5,-0.6,11.6,-11.9,0.5,0.9
COc1nc(NCc2ccco2)nc(N2CCC(C)CC2)n1,-1.2,14.0,3.0,-0.6,2.9,-11.7,-11.5,0.3,3.6
O=C(C1CCC(CNc2c(N3CCCCC3)c(=O)c2=O)CC1)N1CCCCC1 (stereo not given),1.8,1.5,-7.1,-8.2,-0.5,-3.9,-6.5,2.4,-1.0
O=S1(=O)N=C(Nc2nncs2)c2ccccc21,1.5,55.6,-7.1,-42.7,-0.1,-1.2,-26.6,-1.2,-9.9
COc1ccc(-c2nnc(N3CCC(C)CC3)c3ccccc23)cc1,-4.1,-1.2,-16.6,-7.3,1.8,1.8,-4.5,-0.2,3.5
Cc1cc(C(=O)c2cccs2)c(N)s1,5.1,4.7,-47.7,-2.0,1.8,0.6,-24.1,0.9,-0.3
Cn1c(CN2CCN(c3cccc(Cl)c3)CC2)nc2ccccc21,-0.3,-19.6,-15.6,-1.0,-4.1,-10.2,-1.2,·,4.1
O=C(CC1(c2ccc(Cl)cc2)C2CC3CC(C2)CC1C3)NCCO (stereo not given),0.7,-6.0,9.4,-8.4,15.3,-1.6,2.0,0.0,0.8
Cc1ccc(C(=O)N/C(=C\c2ccc(-c3cccc([N+](=O)[O-])c3)o2)C(=O)NC(C)(C)C)cc1,-1.4,0.6[fluorescence artefact?],-2.4,-24.0,2.4,-12.8,5.5,0.3,-3.8
CCOC(=O)C1CCN(C(=O)c2cn(CCOC)c(=O)c3c2c2ccccc2n3C)CC1,-1.8,13.6,-1.3,-17.9,3.8,-3.2,-5.3,-0.1,1.6
C/C(=N\NC(=O)OC(C)(C)C)c1ccc(-n2ccnc2)cc1,-0.8,-4.7,2.7,-2.0,-11.1,-9.6,-6.7,72.8,-3.9
Fc1ccccc1CN1CCCCCCC1,-1.7,37.7,-3.4,-1.9,0.4,-11.0,-10.3,0.2,0.0
Cc1nnc(SCC(=O)Nc2ccc(N3CCOCC3)cc2)n1-c1ccccc1,0.5,-8.0,0.6,1.5,-0.5,-16.3,-31.6,0.3,-0.6
Cc1cccc(CSc2nnc(-c3ccco3)n2C)c1,7.9,-0.2[fluorescence artefact?],-1.3,3.0,1.6,-3.0,-9.4,0.7,4.2
O=C1C(=O)N(c2ccc(O)cc2)C(c2ccccc2[N+](=O)[O-])/C1=C(\O)c1ccccc1 (stereo not given),23.9,-7.3,0.1,-31.3,16.0,-8.6,0.3,0.3,-1.3
CC(C)CNS(=O)(=O)c1ccc(CCC(=O)N2CCCC2)cc1,0.2,-6.6,1.2,-12.5,3.7,23.8,-9.1,0.2,0.3
CCOC(=O)C1=C(c2ccccc2)OC(N)=C(C#N)C1c1ccco1 (stereo not given),-1.1,-6.5,-18.7,-1.7,-3.2,-4.3,-4.2,0.3,5.0
CN1CC(=O)NC1=NC(=O)c1ccc(Cl)c(S(=O)(=O)N2CCCCCC2)c1,-6.3,7.0,-5.6,8.7,0.3,-3.8,-18.2,-0.2,-0.9
Cc1ccc(-n2nnc3c(=O)n(CC(=O)N4CCOCC4)cnc32)cc1,-0.9,7.0[fluorescence artefact?],-5.7,-2.9,20.8,-8.5,-9.8,0.4,0.5
CC(CC(=O)N1CCN(c2ccc(C(F)(F)F)cn2)CC1)n1ccnc1 (stereo not given),-0.5,-3.7,4.2,-1.8,25.3,-19.7,2.7,1.0,-1.6
COC(=O)N/N=C/c1cn(CC(C)COc2ccccc2)c2ccccc12 (stereo not given),0.0,8.5,9.9,-13.8,0.4,-17.7,-6.6,2.4,2.2
CCOc1ccc(C(=O)NC(=S)NCc2cccnc2)cc1,-2.6,12.2,-5.5,-1.1,4.3,-4.9,-14.1,0.9,7.1
CCOc1ccc(N2C(=O)C(CC(=O)Nc3ccc(F)cc3)N(Cc3ccccn3)C2=S)cc1 (stereo not given),0.7,-16.3,-11.1,-2.0,22.4,2.6,5.5,0.0,1.8
